# IAP activation = mouse intestinal phosphatase enzyme activation – biochemical, luminescence, single concentration, confirmation (AID 434970) | activity change, negative = activation, % at 10 µM | 11,000 compounds, 2.9% hits | purified mouse IAP, CDP-Star luminescence, 30 min; hits give low values; in the data active = activity change below about -85%;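 also: percent relative to enzyme plus DMSO wells and wells without enzyme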
# IAP activation Fold change = second read-out of IAP activation, no call of its own (marks repeat the call); activation factor; measured here: IAP activation factor; hits give high values;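 fold luminescence change scaled to plate control wells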
# An asterisk follows results filed as active. A portion of the library; rates above refer to the full screens.
# Results follow in this order: IAP activation	IAP activation Fold change
COC(=O)c1ccc(CNC(=O)Cn2cnc(C(=O)Nc3ccc(C)c(C)c3)n2)cc1
  -2	1
CC(C)N(C(=O)[C@H]1C[C@H](CC(=O)NCc2ccco2)C(=O)N2CCc3c([nH]c4cc(CCC(=O)N(C)C)ccc34)[C@]12C)C(C)C
  -6	1.1
CCOC(=O)C1=NN(c2ccc(C)cc2)C2(S1)SC(C(C)=O)=C(C)N2c1ccccc1 (stereo unspecified)
  19	0.81
CCOC(=O)c1ccc(CSc2nncn2N)o1
  7	0.93
Cc1cc(=O)[nH]c2ccc(Cl)cc12
  -3	1
O=C(Nc1ccn(Cc2ccccc2F)n1)c1ccc(COc2cccc(Br)c2)cc1
  5	0.95
COc1ccc(Cl)cc1N(CC(=O)N1CCC(C)CC1)S(C)(=O)=O
  5	0.95
CCn1c(=O)cc(SCC(=O)Nc2ccc(Cl)cc2)c2ccccc21
  -7	1.1
O=C(O)CCC(=O)c1cccc2ccccc12
  0	1
O=C(COc1ccc(Br)cc1)OCc1nnc(-c2ccccc2)o1
  2	0.98
CCCCNC(=O)CSc1nc2ccccc2n1S(=O)(=O)c1ccc(Cl)cc1
  -5	1
Cc1ccc(-c2nnn(CC(=O)O)n2)cc1
  -2	1
CCc1nnc(NC(=O)CSc2nnc(C3CCCCC3)n2-c2cccc(Cl)c2)s1
  -7	1.1
COc1ccc2c(c1)C(=O)OC2CC(=O)O (stereo unspecified)
  -1	1
CC(C)(C)NC(=O)C[C@H]1C[C@H](C(=O)N2CCOCC2)[C@@]2(CCC3CCCC3)c3[nH]c4cc(-c5ccco5)ccc4c3CCN2C1=O
  -4	1
COc1ccc(-c2noc(CCCC(=O)NCCc3ccccc3)n2)cc1OC
  0	1
FC(F)(F)c1ccc(NC(=S)NCc2ccccc2)cc1
  -41	1.4
CCN1C(=O)/C(=C2/SC(C)=C(C)N2CC)SC1=S
  22	0.78
CN(C(=O)Nc1ccc(S(=O)(=O)N(C)C)cc1)C1CCCCC1
  -13	1.1
COc1ccc(C2=NOC(Cn3nc(-c4ccccc4)cc3C(=O)NCc3cccs3)C2)cc1 (stereo unspecified)
  -82	1.8

# Not a retest: entries from further up.
# Results follow in this order: IAP activation	IAP activation Fold change
CN(C(=O)Nc1ccc(S(=O)(=O)N(C)C)cc1)C1CCCCC1
  -13	1.1
COc1ccc(C2=NOC(Cn3nc(-c4ccccc4)cc3C(=O)NCc3cccs3)C2)cc1 (stereo unspecified)
  -82	1.8

# A draw from above in order of count of non-hydrogen atoms, rising:
# Results follow in this order: IAP activation	IAP activation Fold change
O=C(O)CCC(=O)c1cccc2ccccc12
  0	1
CCN1C(=O)/C(=C2/SC(C)=C(C)N2CC)SC1=S
  22	0.78
COc1ccc(Cl)cc1N(CC(=O)N1CCC(C)CC1)S(C)(=O)=O
  5	0.95

# Next part:
# Results follow in this order: IAP activation	IAP activation Fold change
CCc1nc(NCC2CCCO2)c(C#N)c2c1COC(C)(C)C2 (stereo unspecified)
  4	0.96
CC(NC(=O)Nc1ccc(Cl)cc1)c1ccc2c(c1)OCO2 (stereo unspecified)
  -153*	2.5*
COc1ccccc1OCCC(=O)OCC(=O)NC(=O)NC(C)(C)C
  0	1
COC(=O)c1ccc(CC(=O)c2c(C)cc(O)cc2O)o1
  12	0.88
Cc1ccc(Nc2nc(N)nc(CN3CCN(C(=O)c4ccco4)CC3)n2)cc1Cl
  2	0.98
COc1ccc2cc(C[C@@H]3CC[C@@H](CNC(N)=O)O3)ccc2c1
  1	0.99
CC(C)Sc1oc(-c2ccco2)nc1S(=O)(=O)c1ccc(F)cc1
  23	0.77
Cc1cccc(OCC(=O)N/N=C/c2cn[nH]c2-c2ccc(Cl)c(Cl)c2)c1
  4	0.96
CCc1ccc(C(C(=O)NCCOC)N(C(=O)Cn2nnc3ccccc32)c2cccnc2)cc1 (stereo unspecified)
  -6	1.1
N#CCCN1CCN(Cc2cc(-c3ccccc3)ccc2O)CC1
  6	0.94
COc1ccc(CC(=O)Nc2ccc3c(c2)OCO3)cc1S(=O)(=O)N1CCOCC1
  16	0.84
COc1ccc(-c2noc(CCC(=O)N3CCN(c4ccc(Cl)cc4)CC3)n2)cc1
  -6	1.1
CCOC(=O)c1c(C)nc2c(c1C)c(=O)oc1ccccc12
  2	0.98
CCSC1=NCN(CCCC(=O)O)CN1
  9	0.91
COC(=O)c1ccc(NC(=S)NCCc2ccccc2C)cc1
  -43	1.4
COC(=O)CNC(=O)c1cn(CC(C)C)c(=O)c2cc(OC)c(OC)cc12
  -3	1
COc1cc(C(CCN2CCOCC2)c2c(OC)cc(OC)c3c(-c4ccccc4)cc(=O)oc23)cc(OC)c1OC (stereo unspecified)
  -7	1.1
O=C(O)c1cc(O)c2c(c1)C(=O)c1cc(O)cc(O)c1C2=O
  40	0.6
CCOC(=O)C1=C(C)NC(C)=C(C(=O)OCC)C1c1ccc(OC)cc1
  -4	1
COC(CNC(=O)c1ccc(N2CCCC2=O)cc1)OC
  -8	1.1
CCOC(=O)c1ccccc1NC(=O)c1c(F)c(F)c(F)c(F)c1F
  -1	1
CCC(c1c(C)n(C)n(-c2ccccc2)c1=O)c1c(C)n(C)n(-c2ccccc2)c1=O
  -5	1.1
CCOC(=O)CN1NC2(CCC(C)CC2)NC1=S (stereo unspecified)
  -5	1.1
O=C(NN1C(=O)c2ccccc2NC1c1ccccn1)c1ccc(Br)cc1 (stereo unspecified)
  6	0.94
CCN(CC)CCN1C(=O)C(=O)/C(=C(/O)c2c(C)[nH]c(C(=O)OC)c2C)C1c1cccnc1 (stereo unspecified)
  9	0.91
Cc1ccc(C(=O)N2CCN(c3cc(=O)[nH]nc3-c3ccccc3)CC2)cc1
  -2	1
COc1ccc(CNC(=O)C[C@H]2C[C@H](C(=O)N3CCCCC3)[C@@]3(C)c4[nH]c5cc(-c6ccco6)ccc5c4CCN3C2=O)cc1OC
  -48	1.5
CCc1nnc(NC(=O)C2Cc3ccccc3CN2S(=O)(=O)c2ccc(C)cc2)s1 (stereo unspecified)
  -3	1
COc1ccc(CNS(=O)(=O)c2ccc(N3CCCC3)cc2Br)cc1
  1	0.99
COc1ccc2[nH]c3c(c2c1)CCN1C(=O)C(CC(=O)NCCN2CCOCC2)C[C@H](C(=O)N2CCOCC2)[C@@]31CCC1CCCC1 (stereo partly specified)
  -4	1
O=C1CC(=O)N(Cc2ccco2)C(=O)N1
  53	0.47
CC(C)OC(=O)CSc1nc2cccnc2n1-c1ccc(F)cc1
  5	0.95
COc1ccccc1NC(=O)Cc1noc(CSc2cc(C)c3ccccc3n2)n1
  5	0.95
Cn1c(C(=O)N2COCC2(C)C)cc2c(=O)n3ccccc3nc21
  -9	1.1
CCCc1c(NC(=O)Nc2ccc(F)cc2)cnn1-c1ccccc1
  -57	1.6
CCOC(=O)Cc1csc(NC(=O)c2cnc3scc(C)n3c2=O)n1
  -6	1.1
Cc1ccc(S(=O)(=O)N(C)Cc2nc(-c3ccccn3)no2)cc1
  1	0.99
Cc1occc1C(=O)Nc1cccnc1
  1	0.99
Cc1ccc(CNc2oc(C)nc2C#N)cc1
  4	0.96
CCCCN1C(=O)CCC(C(=O)O)C1c1ccccc1 (stereo unspecified)
  2	0.98
COc1cccc(C2=NO[C@@H]3C(=O)N(Cc4ccccc4)C(=O)[C@H]23)c1OC
  -1	1
CC[N+](C)(C)CCN(Cc1ccc(Cl)cc1)c1ccccn1
  11	0.89
COc1ccccc1N1CCN(C(=O)CSc2nnc(NC(=O)C3CCC3)s2)CC1
  2	0.98
O=C(Nc1ccc(Br)cc1Cl)Nn1cnnc1
  -14	1.1
CCCCc1ccc(NC(=S)NCc2ccc(OC)cc2)cc1
  -53	1.5
COc1ccc2nc(/N=C(\N)NC(=O)C(C)(C)C)nc(C)c2c1
  6	0.94
S=C(NCc1ccccc1)Nc1cccc(Cl)c1
  -40	1.4
NS(=O)(=O)c1ccc(N2N=C(c3ccccc3)CC2c2ccccc2)cc1 (stereo unspecified)
  -60	1.6
Clc1ccccc1CN(Cc1ccco1)Cc1nnnn1C1CCCC1
  -7	1.1
O=S(=O)(/C=C/c1ccccc1)c1ccccc1
  -7	1.1
O=C(Nc1cccc(-c2cccc(Cl)c2)c1)C1CCN(C2CCC2)CC1
  -294*	3.9*
Cc1nn(CC(=O)Nc2ccc3c(c2)oc2ccccc23)c(=O)c2ccccc12
  3	0.97
c1ccc2c(c1)ncn2-c1ncnc2sc3c(c12)CCCC3
  3	0.97
O=C(CCS(=O)(=O)c1cccs1)N1CCCC1
  2	0.98
O=C(CSc1nc2nn(-c3ccccc3)c(=O)c-2c2n1CCCCC2)c1ccc(O)c(O)c1
  81	0.19
COc1cc(Cl)c(S(=O)(=O)N2CCOCC2)cc1Cl
  -2	1
Cc1c(N(C)C(=O)c2ccco2)c(=O)n(-c2ccccc2)n1C
  -8	1.1
O=C(NCC1CCN(c2ccc(S(=O)(=O)N3CCOCC3)cc2)CC1)Nc1ccccc1
  -77	1.8
CCN1C(=O)c2cccc3c(S(=O)(=O)Nc4ccccc4)ccc1c23
  -8	1.1
CC[C@]12c3[nH]c4cc(CCC(=O)N(C)C)ccc4c3CCN1C(=O)[C@@H](CC(=O)NCCCN(C)C)C[C@@H]2C(=O)N1CCN(C(=O)C2CC2)CC1
  -5	1

# More records follow.
# Results follow in this order: IAP activation	IAP activation Fold change
CC(=O)c1c(C)[nH]c(C(=O)Nc2c(C)n(C)n(-c3ccccc3)c2=O)c1C
  0	1
CC(=O)Nc1cc(NC(C)=O)cc(C(=O)NC(C)(C)C)c1
  -3	1
CCN(CC)C(=O)[C@H]1CC(CC(=O)NCc2ccc(OC)c(OC)c2)C(=O)N2CCc3c([nH]c4ccc(OC)cc34)[C@]12C (stereo partly specified)
  0	1
O=C1/C(=C/C=C/c2ccco2)SC(=S)N1NS(=O)(=O)c1ccccc1
  91	0.087
COc1ccc(C2CC(c3ccccc3)=NN2c2ccc(C(N)=O)cc2)cc1 (stereo unspecified)
  -32	1.3
O=C(c1cccs1)c1cn(CC(=O)N2CCc3ccccc3C2)c2ccccc12
  -2	1
CCC(C)c1ccc2oc(-c3ccc(NC(=O)Cn4cnc5c(=O)n(C)c(=O)n(C)c54)cc3)nc2c1 (stereo unspecified)
  -6	1.1
C[C@@H]1[C@H]2CCCC[C@H]2CN(C(=O)OC(C)(C)C)[C@@H]1c1cn(Cc2ccccc2)c2ccc(F)cc12
  3	0.97
O=C(CSc1nc2ccccc2o1)N/N=C/c1ccc(O)c(O)c1
  74	0.26
Nc1ncnc2c1ncn2[C@@H]1O[C@H](CNC(=O)[C@@H]2C[C@H](F)CN2)[C@@H](O)[C@H]1O
  -3	1
COc1cc2oc(=O)cc(-c3cccc(-c4ccc(C(F)(F)F)cc4)c3)c2c(OC)c1OC
  12	0.88
CCOC(=O)c1cc(-c2ccc(C)cc2)n(CCC(=O)NCCCOC)c1C
  1	0.99
Cc1ccc(CNc2ccc(N3C(=O)CCCC3=O)cc2[N+](=O)[O-])cc1
  7	0.93
O=C(NCC1CCCO1)C(c1ccc(F)cc1)N(Cc1ccc(F)cc1)C(=O)Cn1nnc(-c2cccs2)n1 (stereo unspecified)
  -6	1.1
CCCN=C1N(CC)C[C@@H]2[C@@H]3C(=O)N(C)C(=O)[C@@H]3[C@](Cc3ccccc3)(C(=O)OC)N12
  -14	1.1
O=C(Nc1ccccc1C(=O)NC(Cc1ccccc1)C(=O)NC1CCCCCC1)c1ccccc1 (stereo unspecified)
  -24	1.2
Cc1cc(NC(=O)Cn2c(=O)c3c(ncn3CC(C)C)n(Cc3ccccc3)c2=O)no1
  -9	1.1
O=C(O)CC1(c2ccccc2)C(=O)c2ccccc2C1=O
  9	0.91
CCOC(=O)C1=C(C)NC(C)=C(C(=O)OCC)C1c1sccc1C
  -5	1.1
O=C(CCS(=O)(=O)c1cccc2nonc12)N1CCCc2ccccc21
  3	0.97

# Another view of some results above:
mol: O=C(c1cccs1)c1cn(CC(=O)N2CCc3ccccc3C2)c2ccccc12
  IAP activation: -2 | IAP activation Fold change: 1
mol: CCC(C)c1ccc2oc(-c3ccc(NC(=O)Cn4cnc5c(=O)n(C)c(=O)n(C)c54)cc3)nc2c1 (stereo unspecified)
  IAP activation: -6 | IAP activation Fold change: 1.1

# (cont.)
# Results follow in this order: IAP activation	IAP activation Fold change
Cc1csc(NC(=O)CCn2c(=O)sc3ccccc32)n1
  0	1
O=c1c2c(n3nnnc3n1Cc1ccccc1)-c1ccccc1CC21CCCC1
  -4	1
COc1cc([C@H]2[C@@H]3CCCC[C@]3(O)CCN2Cc2ccccc2F)ccc1O
  5	0.95
Cc1ccc(-n2c(C)nc3oc4ccccc4c(=O)c3c2=O)cc1
  18	0.81
COc1cc2oc(=O)cc(-c3ccc(-c4ccc(C(F)(F)F)cc4)cc3)c2c(OC)c1OC
  14	0.86
Cc1ccc(NC(=O)C2CC(=O)n3c(nc4ccccc43)N2)cc1C (stereo unspecified)
  -120*	2.2*
O=C(N[C@@H]1c2ccccc2CC[C@@H]1OCc1ccccc1)c1ccc(C(F)(F)F)cc1
  1	0.99
COc1ccc(OC)c2sc(N3CCCCC3)nc12
  -6	1.1
COc1cccc2sc(Nc3nc(C)c(C(C)=O)s3)nc12
  15	0.85
Cc1cc(C)n(S(=O)(=O)c2ccc(C)c(C)c2C)n1
  -1	1
CC(=O)N(O)CCCCCNC(=O)CCC(=O)N(O)CCCCCNC(=O)CCC(=O)N(O)CCCCCNC(=O)CCC(=O)O
  -5	1
O=C(C1CCN(CC2CCCCC2)CC1)N1CCCC1
  -6	1.1
O=S(=O)(Nc1ccc(Oc2ncccn2)c(Cl)c1)c1ccc(Cl)cc1
  8	0.92
Oc1cccc(O)c1O
  58	0.42
COc1cc(Br)cc(/C=N/NC(=O)Cc2ccc(C(F)(F)F)cc2[N+](=O)[O-])c1O
  -1	1
CCOC(=O)Cc1csc(NC(NC(=O)OCC)(C(=O)OCC)C(F)(F)F)n1 (stereo unspecified)
  14	0.86
